Bioassay records: PubChem BioAssay, National Center for Advancing Translational Sciences (NCATS)
TSHR antag – antagonists of human thyroid stimulating hormone receptor; P16473; TSHR-expressing cells, TSH-stimulated cAMP HTRF, 2 h; hits give low values; activity change, negative = inhibition, % at 11.5 µM; 330,000 tested, 0.2% active; AID 504810;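 active means activity change below a set negative limit, meaning inhibition stronger than a set level, cut at about -70% in these data; inconclusive means activity change between two set negative limits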; further: on the % scale 0 is the no-effect control and ±100 the full control effect
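Cell-based HTRF cAMP assay; TSHR cells + compound, TSH EC80 (4nM final), 2 h, 37 deg C. Lysis with anti-cAMP cryptate and cAMP-d2, 30 min RT, read 665/620 nm.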
Eya2 phos inh – Eya2 (human) phosphatase inhibition; O00167; recombinant Eya2, OMFP fluorescence dephosphorylation (OMFP is methylfluorescein phosphate); Potency, µM (titrated, usually from 76.9 µM), for the others: top-dose activity, negative = inhibition, most hits filed as inhibitors; 330,000 tested, 0.006% active; AID 488837; further: potency means the concentration at half of the fitted maximal effect; on the % scale 0 is the no-effect control and ±100 the full control effect
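Eya2 protein (added as 0.2 uM solution) was preincubated with compound for 10 min at ambient temperature in 50 mM HEPES pH 7.5, 50 mM NaCl, 5 uM MgCl2, 0.05% BSA, 1 mM DTT. OMFP (added at 50 uM) then reacted 10 min; fluorescence read at 485/525 nm.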
GALK inhibitor – galactokinase (human) inhibition; Potency, µM (titrated, usually from 57.5 µM), without a hit: at the top dose activity change, negative = inhibition, most hits filed as inhibitors; 270,000 tested, 0.007% active; P51570; Purified GALK, Kinase-Glo residual ATP luminescence; AID 1868; further: potency means the concentration at half of the fitted maximal effect; on the % scale 0 is the no-effect control and ±100 the full control effect
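Quantitative HTS: GALK 5 nM, ATP 35 uM, galactose 100 uM, 1 h room temperature, then luciferase-based ATP detection.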
Mito fusion yeast – mitochondrial division inhibition or fusion activation; 320,000 tested, 0.23% active; S. cerevisiae fusion-defective mutant growth rescue, CellTiterGlo 48 h; Potency, µM (titrated, usually from 46.1 µM), inactives show top-dose growth rescue (activation), actives largely listed as activators;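 further: potency means the concentration at half of the fitted maximal effect; % of control where 0% means no effect; nearly all actives have a fitted effect of over 45% in size; temperature-sensitive fusion mutants such as fzo1-1 at 37 °C on non-fermentable ethanol glycerol medium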
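Compounds are tested for their ability to restore growth of mitochondrial fusion-defective yeast strains at non-permissive 37C in YPEG medium over 48 hours. Viability is quantified by luciferase luminescence.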
hERG WT inh – inhibitors of human wildtype KCNH2 potassium channel | U2OS, BacMam KCNH2, thallium flux FluxOr; hits give low values | 340,000 tested, 0.37% active | activity change, % at 1.84 µM;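 active means maximum activity change below -70%; inconclusive means maximum activity change between -70% and -50%; inactive means maximum activity change above -50%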; further: on the % scale 0 is the no-effect control and ±100 the full control effect
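U2OS cells transduced with wild-type KCNH2 virus are loaded with FluxOr dye for 45 min, and thallium flux is measured in kinetic reads before and after stimulation buffer. Rate constants are normalized to DMSO controls.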
S-ASM inh – inhibitors of human secretory acid sphingomyelinase | P17405 | placental ASM, HMU-PC fluorogenic substrate, 60 min | Potency, µM (doses to about 57.5 µM), without a hit: at the highest dose activity change, negative = inhibition, actives largely listed as inhibitors | 340,000 tested, 0.006% active | AID 504937; further: potency means the concentration at half of the fitted maximal effect
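Steps: dispense placental human ASM, pin compound, wait 10 min at room temperature, add HMU-PC0 substrate at 9 uM final, incubate 60 min at 37 °C, add stop solution raising pH to 10, read fluorescence.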
BCR signal inh – inhibitors of chronic active B-cell receptor signaling | ABC-DLBCL IkBa-CBG/CBR reporter, luminescence ratio, 4 h | Potency, µM (doses to about 46.1 µM), without a hit: at the top dose ratio change, negative = lower green/red ratio, hits mostly inhibitors | 340,000 tested, 0.05% active | AID 493014; active means well fitted inhibition curve with a large enough effect in the signal ratio, with a control signal flat, not every such curve was filed as active; inconclusive means small, poorly fitted or top-dose-only effect, or effect the other way, or a change in a side signal; the % refers to the signal ratio;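 further: potency means the concentration at half of the fitted maximal effect; plate controls were basal doxycycline-induced cells for no effect and cells given 10 µM MG132 for full effect; MG132 reads +100%, hits lower the ratio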
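Cell line TMD8 (human ABC DLBCL), stably expressing tet-inducible CBG68-IkBa fusion and CBR; IMDM/0.5% FBS; cpd up to 46 uM; dox induction, 4 h, 37C/5% CO2; dual luminescence; green/red ratio; MG132 control.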
Menin-MLL TR inh – menin-MLL binding inhibition, Texas Red mutant peptide; Menin + Texas Red MLL mutant peptide, fluorescence polarization; O00255; Potency, µM (doses to about 61.6 µM), without a hit: at the top dose FP activity change, negative = inhibition, usual class: inhibitors; 270,000 tested, 0.23% active; AID 1768; active means well fitted inhibition curve with a large enough effect in the polarisation, with a control signal flat, not every such curve was filed as active; inconclusive means small, poorly fitted or top-dose-only effect, or effect the other way, or a change in a side signal; inactive means no such curve, though single readings can be large or run the other way; the % refers to the polarisation; further: potency means the concentration at half of the fitted maximal effect; % of control where 0% means no effect; many of its hits are not listed in these tables
USP2a block – inhibitors of human ubiquitin-specific protease USP2a; 330,000 tested, 0.01% active; Potency, µM (top dose mostly 38.3 µM), for inactives: top-dose activity change, negative = inhibition, most hits filed as inhibitors; AID 463254; USP2 core, Ub-CHOP2 coupled fluorogenic reporter, 485/531;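 further: potency means the concentration at half of the fitted maximal effect; plate controls were DMSO wells for no effect and full inhibition by NEM control for full effect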
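Cell-free coupled assay: 10nM USP2 core preincubated 30min RT with compound in Tris-HCl pH 8.0/CaCl2/CHAPS buffer, then 25nM Ub-CHOP2 and 25nM reporter substrate; fluorescence (Ex 485/Em 531) read after 60min RT, normalized to NEM inhibition, concentration-response curves fitted.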
PKM2 activator – increases activity of human pyruvate kinase M2 | P14618 | purified PKM2, Kinase-Glo ATP luminescence, activation; response scale: 0% is enzyme alone, no compound | Potency, µM (doses to about 57.5 µM), for inactives: top-dose activation, hits mostly activators | 260,000 tested, 0.34% active | AID 1631; further: potency means the concentration at half of the fitted maximal effect; on the % scale 0 is the no-effect control and ±100 the full control effect; nearly all actives have a fitted effect of over 55% in size
Target sequence (P14618 whole entry, looked up): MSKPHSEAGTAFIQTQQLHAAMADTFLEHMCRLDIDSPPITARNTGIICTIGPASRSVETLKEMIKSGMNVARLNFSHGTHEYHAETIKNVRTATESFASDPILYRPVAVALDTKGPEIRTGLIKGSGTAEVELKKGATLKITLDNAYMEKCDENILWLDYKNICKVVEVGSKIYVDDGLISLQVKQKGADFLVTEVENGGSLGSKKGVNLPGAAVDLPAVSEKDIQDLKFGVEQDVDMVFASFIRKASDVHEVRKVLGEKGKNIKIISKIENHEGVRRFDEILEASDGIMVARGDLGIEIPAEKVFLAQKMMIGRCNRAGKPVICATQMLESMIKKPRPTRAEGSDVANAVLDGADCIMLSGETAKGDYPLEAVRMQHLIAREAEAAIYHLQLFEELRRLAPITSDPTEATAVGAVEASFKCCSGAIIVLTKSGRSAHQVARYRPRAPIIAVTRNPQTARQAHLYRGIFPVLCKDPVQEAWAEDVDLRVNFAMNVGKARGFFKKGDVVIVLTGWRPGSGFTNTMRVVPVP
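Kinase-Glo luminescence reports ATP generated from ADP (0.1 mM) and PEP (0.5 mM) by purified hPK-M2 after 1 h at room temperature, pH 7.2 imidazole buffer; intermediate enzyme activity allows detecting inhibitors and activators.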
MBNL1-CUG inh – inhibitors of human MBNL1 binding to CUG repeat RNA. TR-FRET MBNL1-His/biotin-(CUG)12 binding, 665/545 ratio. 280,000 tested, 0.036% active. Q9NR56. Potency, µM (highest dose often 57.5 µM), inactives show at the highest dose activity change, negative = inhibition, actives largely listed as inhibitors; active means well fitted inhibition curve with a large enough effect in the signal ratio, with a control signal flat, not every such curve was filed as active; inconclusive means small, poorly fitted or top-dose-only effect, or effect the other way, or a change in a side signal; inactive means no such curve, though single readings can be large or run the other way; the % refers to the signal ratio; further: potency means the concentration at half of the fitted maximal effect; on the % scale 0 is the no-effect control and ±100 the full control effect
Target sequence (Q9NR56 whole entry, looked up): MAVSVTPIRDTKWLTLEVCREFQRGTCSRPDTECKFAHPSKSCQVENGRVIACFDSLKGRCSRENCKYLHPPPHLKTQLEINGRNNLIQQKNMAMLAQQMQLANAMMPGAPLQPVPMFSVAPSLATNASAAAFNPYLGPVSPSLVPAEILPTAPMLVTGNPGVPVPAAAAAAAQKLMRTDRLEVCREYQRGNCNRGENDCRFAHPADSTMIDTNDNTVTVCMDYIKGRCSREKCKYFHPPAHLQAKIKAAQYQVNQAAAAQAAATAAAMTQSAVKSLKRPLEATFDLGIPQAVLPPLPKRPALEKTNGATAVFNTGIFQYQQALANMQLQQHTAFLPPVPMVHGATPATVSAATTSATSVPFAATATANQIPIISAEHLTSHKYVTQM
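Compound titration spanned 92 nM–58 uM against the MBNL1-His/biotin-(CUG)12 complex. After 60 min at room temperature with 5 nM streptavidin-XL665 and 0.055 ng/ul terbium anti-His, ratiometric 665/545 nm emission (Ex 340 nm) normalized to controls.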
The depositor's hits bear a star; i = inactive; u = inconclusive; x = no result given; [ ] = another dose, or the depositor's remark. Unless noted, the call rests on the fitted dose curve; in most records, active means well fitted curve in the direction sought with a large enough effect; inconclusive means small, poorly fitted or top-dose-only effect, or another doubt; inactive means no such curve, though single readings can be large; an effect the other way counts as inactive or inconclusive.

SMILES	TSHR antag	Eya2 phos inh	GALK inhibitor	Mito fusion yeast	hERG WT inh	S-ASM inh	BCR signal inh	Menin-MLL TR inh	USP2a block	PKM2 activator	MBNL1-CUG inh
CC(=O)c1ccc(S(=O)(=O)N(C)CCCC(=O)N(C)Cc2c(F)cccc2Cl)cc1	-6.2	0.1%	17.5%	8.2%	-0.5	-2.4%	11.7%	-23.9%	1.0%	3.6%	-8.4%
CCN(CC)C(=O)C(Cc1ccccc1)N1C(=O)c2ccccc2C1=O (configuration not stated)	-8.3	5.5%	-0.1%	1.6%	-2.1	-1.4%	-16.1%	-16.4%	4.3%	-0.2%	4.9%
CSc1nc(C(=O)N2CCCC(Nc3ccc(C)c(C)c3)C2)cs1 (configuration not stated)	-1.9	16.9%	4.9%	1.1%	15.5	-1.1%	3.0%	-28.7%	-0.2%	0.9%	-0.2%
c1cc(-c2noc(CCC3CCCC3)n2)ccn1	-1.1	u	-4.2%	-3.0%	0.4	-1.8%	u	-1.4%	3.5%	0.2%	-3.0%
Cc1cccc(-c2nc(=S)c3c(n2Cc2ccco2)CCCC3)c1	-8.3	-7.5%	-2.3%	-7.9%	-7.1	-8.4%	u	1.1%	5.7%	24.4%	u
CC1(C)CN=C(N2CCN(c3ncnc4sc5c(c34)CCCC5)CC2)S1	-2.7	3.9%	-0.2%	-1.9%	x	x	1.6%	x	-0.5%	0.0%	-4.8%
CC(C)(C)OC(=O)NCCCCCNC(=O)c1nc[nH]c1C(=O)NCC(=O)OCc1ccccc1	-10.8	-28.4%	x	x	7.8	5.4%	u	x	-0.1%	x	x
O=C(c1ccccc1Br)N1CCc2c([nH]c3ccccc23)C1	-4.9	11.7%	-3.8%	21.1%	7.4	-10.5%	-6.8%	-16.0%	4.7%	x	-0.1%
CCOc1ccccc1NC(=O)COC(=O)c1ccc2ccccc2n1	8.1	1.1%	x	-5.0%	-7.7	0.5%	-1.1%	x	0.2%	x	x
COc1ccc(S(=O)(=O)N2CCc3ccccc32)cc1NC(C)=O	-2.4	-2.9%	-0.9%	-0.9%	7.5	2.2%	4.8%	-4.4%	0.5%	4.6%	3.1%
COc1ccc(N2C3=C(C(=O)CC(C)(C)C3)C(c3cnn(C)c3)C3=C2CC(C)(C)CC3=O)cc1	-2.3	5.3%	-2.3%	0.5%	-2.7	i	5.4%	x	1.2%	-2.5%	x
COc1ccc(OC)c(CCNC(=O)CCn2ccc3cc(S(=O)(=O)N4CCCC4)ccc32)c1	2.4	6.7%	9.2%	-16.4%	1.0	1.8%	12.2%	-4.0%	-1.4%	x	0.2%
Cc1csc(SCC(=O)Nc2ccc3[nH]c(=O)[nH]c3c2)n1	9.0	-2.5%	x	x	6.5	9.9%	-3.3%	x	1.3%	x	x
CCC(C#CCN1CCOCC1)(CC)OCCC#N	-2.2	-10.4%	2.1%	-0.9%	-2.9	-1.0%	0.3%	-4.0%	2.0%	-4.2%	-6.3%
CCCCN(C)C(=O)c1cc2cc3cc(OC)ccc3nc2o1	-21.0	0.7%	-2.5%	18.7%	-2.7	166.2%[activator]	5.6%	-11.2%	0.6%	3.6%	u
O=C1CCCN1C(=O)COc1ccccc1[N+](=O)[O-]	12.8	-5.0%	x	-6.1%	-2.7	6.8%	-10.0%	x	0.5%	x	x
O=C(CCN1C(=O)C2CC=CCC2C1=O)Nc1nccs1 (configuration not stated)	-6.9	2.2%	-2.9%	-0.3%	8.3	-2.0%	6.3%	-1.8%	-0.7%	4.9%	-2.2%
CCc1nc(SCC(=O)Nc2ccc(F)cc2F)c2c(=O)n(C)c(=O)n(C)c2n1	9.8	-10.2%	4.0%	0.9%	2.6	-3.4%	-3.6%	1.2%	0.6%	-3.2%	-2.3%
c1ccc(SCCc2ccncc2)cc1	-6.6	-4.4%	x	-3.1%	-12.0	0.2%	-9.6%	-20.8%	0.8%	11.3%	-7.7%
O=C(CSCc1cccc(Br)c1)NC1CC1	1.9	-1.2%	-0.1%	-1.0%	2.7	3.1%	0.8%	-6.7%	3.1%	-7.5%	-8.5%
CCOC(=O)C1CCN(C/C=C/c2ccccc2OC)CC1	14.9	u	-2.1%	1.1%	14.1	-0.3%	u	-3.0%	0.8%	-3.3%	-2.4%
O=C(CSc1nc2c(c(C(F)(F)F)n1)CCc1ccccc1-2)NCc1ccccc1	3.1	2.9%	-1.2%	0.3%	28.3	-0.8%	4.7%	0.0%	-0.7%	0.0%	-21.2%
Cc1sc2nc(C(C)C)oc(=O)c2c1C	-4.2	-0.2%	-1.5%	1.8%	23.6	-1.3%	u	x	-0.1%	-4.0%	-7.9%
O=C(NCCN1C(=O)S/C(=C\c2ccc(Cl)c(Cl)c2)C1=O)c1ccc2c(c1)C(=O)N(Cc1ccncc1)C2=O	-2.4	1.9%	0.2%	-0.1%	-0.3	x	u	11.5%	0.1%	13.5%	x
CCN1CCN(CC(=O)c2c[nH]c3ccc(C)cc23)CC1	-4.7	6.4%	3.7%	-1.2%	23.8	4.4%	u	4.8%	5.1%	-1.9%	-6.9%
(continued)
SMILES	TSHR antag	Eya2 phos inh	GALK inhibitor	Mito fusion yeast	hERG WT inh	S-ASM inh	BCR signal inh	Menin-MLL TR inh	USP2a block	PKM2 activator	MBNL1-CUG inh
O=C(CN1CCN(c2ccccn2)CC1)Nc1ccc(OC(F)(F)F)cc1	-6.0	5.9%	-2.3%	-0.3%	46.6	1.0%	-16.7%	9.3%	-1.8%	x	-2.3%
COCCNC(=O)C(C)OC(=O)c1nsc(Cl)c1Cl (configuration not stated)	5.5	-0.2%	-0.7%	-5.4%	-11.1	-2.9%	-1.4%	7.3%	-4.3%	2.1%	-2.3%
COc1ccc(C(=O)c2ccc(-c3ccc(OC)cc3)nc2)cc1	4.5	21.1%	6.0%	-3.7%	-4.4	-0.1%	-1.1%	6.7%	-0.2%	x	12.1%
COc1ccc(Cc2nnc(SCC(=O)Nc3cc(Cl)ccc3C)[nH]c2=O)cc1	-8.6	6.2%	x	-3.2%	-8.4	2.4%	9.9%	x	-0.9%	x	x
CC(=O)Nc1cc(-c2nn(C)c(=O)c3ccccc23)ccc1N1CCOCC1	6.9	28.4%	1.1%	-4.8%	-11.1	-1.2%	u	1.1%	-0.8%	2.8%	16.2%
COC(=O)c1c(N)sc2c1CCN(c1ncc(C(F)(F)F)cc1Cl)C2	3.8	-22.8%	0.7%	27.4%	0.9	-15.4%	u	10.2%	0.0%	13.7%	-2.5%
Cn1c(=O)c(=O)n(C)c2cc(S(=O)(=O)Nc3ccc4c(c3)OCCO4)ccc21	-0.1	3.0%	-0.9%	-8.1%	5.4	0.4%	u	4.8%	3.1%	u	4.8%
COC(=O)c1ccc(COc2ccccc2/C=N/NS(=O)(=O)c2ccc(C)cc2)cc1	-6.0	9.0%	-0.4%	0.6%	5.6	-0.2%	0.9%	-26.4%	2.1%	-0.2%	8.1%
O=C(Nc1cc(Cl)ccc1-n1cncn1)c1cncc(Br)c1	-6.4	-1.2%	x	10.7%	7.4	-1.2%	3.9%	x	4.5%	x	x
COC(=O)c1sccc1NC(=O)c1ccco1	-2.4	-0.1%	-2.8%	2.4%	1.5	-0.8%	-6.0%	-3.5%	0.4%	-9.0%	1.8%
O=C(Nc1nccs1)c1ccc(N2C(=O)[C@@H]3[C@H](C2=O)[C@H]2C=C[C@@H]3C2)cc1	1.6	-24.6%	3.9%	0.2%	-2.0	-0.3%	u	x	1.6%	-7.1%	-13.6%
CC(Oc1ccc(Cl)cc1)C(=O)/C=C/N(C)C (configuration not stated)	18.9	6.5%	5.0%	4.9%	-1.3	1.5%	9.7%	3.5%	-1.9%	-0.2%	-7.2%
Cc1cnc(NC(=O)c2c(-c3ccccc3)noc2C)s1	-11.7	1.3%	3.0%	7.9%	2.5	-2.1%	3.8%	x	2.3%	0.7%	-7.0%
CC(C)CN(CC(C)C)S(=O)(=O)N1CCC(C(=O)NCc2ccc3c(c2)OCO3)CC1	-4.9	-17.3%	-1.3%	-4.9%	x	-1.1%	3.7%	u	-0.7%	5.8%	5.5%
O=C(Nc1ccc(Cl)cn1)c1ccc(Oc2ccccc2)cc1	-25.8	5.1%	-1.8%	-9.0%	-2.5	7.0%	u	31.3%[activator]	-0.9%	-9.4%	3.8%
Cc1ccc(NC(=O)c2cc(S(=O)(=O)N3CCCC3)cn2C)cc1C	2.6	5.9%	x	1.4%	1.4	-0.6%	17.8%	-4.0%	-0.2%	3.4%	-0.3%

Only part of the results is shown; rates above refer to the full screens.
